CXCR6 block: CXCR6 (human) receptor inhibition | inhibition, % at 20 µM | CHO-K1 PathHunter CXCR6 beta-arrestin, luminescence | hit rate 0.36% among 360,000; in the data active = inhibition above about 34%, passing the limit was not always enough;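 also: antagonist mode with CXCL16 agonist at 10 nM final; 0% = 10 nM CXCL16 with DMSO and 100% = unstimulated wells without agonist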
UBC13 inh: human UBC13 polyubiquitination inhibition | inhibition, % at 20 µM | P61088 | hit rate 0.47% among 330,000 | UBC13 polyubiquitin chain formation, TR-FRET; in the data active = inhibition above about 45%, passing the limit was not always enough
Target sequence (P61088 whole entry, looked up): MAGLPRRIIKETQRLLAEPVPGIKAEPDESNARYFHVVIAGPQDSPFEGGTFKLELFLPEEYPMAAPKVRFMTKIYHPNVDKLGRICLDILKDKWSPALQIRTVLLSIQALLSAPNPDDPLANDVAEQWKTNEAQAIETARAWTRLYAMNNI
Gli-Sufu antag: antagonists of Gli-Sufu signaling. AID 588413. inhibition, % at 5 µM. Sufu-KO-LIGHT fibroblasts, Gli luciferase reporter luminescence. hit rate 0.74% among 340,000;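 active = inhibition above about 55%, limit read from the data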;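 also: 0% = DMSO-treated cells and 100% = wells with medium but no cells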
CCR6 antag: CCR6 (human) receptor antagonism. P51684. CHO-K1 CCR6 PathHunter beta-arrestin, luminescence, CCL20-stimulated. inhibition, % at 20 µM. hit rate 0.49% among 340,000. AID 493098;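 active = compounds whose inhibition of the agonist-driven luminescence signal at 20 µM reaches about 50%, limit read from the data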;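 also: cells stimulated with CCL20 at 14 nM final; plate controls were DMSO with CCL20 for no effect and DMSO without agonist for full effect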
Target sequence (P51684 whole entry, looked up): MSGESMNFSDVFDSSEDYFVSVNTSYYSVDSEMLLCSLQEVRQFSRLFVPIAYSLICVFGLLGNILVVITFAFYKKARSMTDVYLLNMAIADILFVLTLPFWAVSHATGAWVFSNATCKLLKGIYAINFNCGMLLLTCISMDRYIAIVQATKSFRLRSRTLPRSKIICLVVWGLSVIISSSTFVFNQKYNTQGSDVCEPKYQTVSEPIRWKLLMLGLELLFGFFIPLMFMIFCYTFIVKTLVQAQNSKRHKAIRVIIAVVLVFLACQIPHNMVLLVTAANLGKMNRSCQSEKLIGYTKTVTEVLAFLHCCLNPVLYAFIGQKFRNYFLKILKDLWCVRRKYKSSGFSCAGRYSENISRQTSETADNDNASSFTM
ATG4B inh: ATG4B (human) cysteine protease inhibition. Q9Y4P1. ATG4B cleavage of LC3-PLA2, NBD-HPC fluorescence, 1 h. inhibition, % at 8.33 µM. hit rate 0.51% among 340,000; in the data active = inhibition above about 40%
Target sequence (Q9Y4P1 whole entry, looked up): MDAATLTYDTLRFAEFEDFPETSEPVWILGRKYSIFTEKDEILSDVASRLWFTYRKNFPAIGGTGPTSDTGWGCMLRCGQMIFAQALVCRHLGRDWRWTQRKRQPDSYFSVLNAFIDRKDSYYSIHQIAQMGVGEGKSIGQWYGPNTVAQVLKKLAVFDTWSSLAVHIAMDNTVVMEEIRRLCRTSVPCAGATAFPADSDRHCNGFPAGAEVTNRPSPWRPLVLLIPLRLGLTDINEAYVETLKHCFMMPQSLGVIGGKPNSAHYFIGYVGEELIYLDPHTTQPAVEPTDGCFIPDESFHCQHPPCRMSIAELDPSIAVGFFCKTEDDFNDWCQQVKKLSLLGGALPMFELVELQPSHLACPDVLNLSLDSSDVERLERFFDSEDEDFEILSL
EBI2 block: antagonists of human EBI2 receptor | P32249 | EBI2 beta-arrestin recruitment, luminescence, 7a,25-OHC stimulated | inhibition, % at 5 µM | hit rate 0.81% among 360,000 | AID 651636; in the data active = inhibition above about 38%;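 also: enzyme fragment complementation signal reports receptor beta-arrestin coupling in cells; 0% = agonist plus DMSO wells and 100% = wells without agonist; some results beyond the cut were filed as inactive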
APJ antagonist: antagonists of human APJ apelin receptor; P35414; CHO-K1 APJ beta-arrestin complementation, luminescence; inhibition, % at 20 µM; hit rate 0.32% among 330,000; AID 2521;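 active = inhibition above about 40% at 20 µM, limit read from the data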;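 also: cells challenged with 10 nM apelin-13 agonist together with compound; plate controls were apelin-13 plus DMSO wells for no effect and DMSO wells lacking apelin-13 for full effect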
APJ agonist: activates the human apelin receptor APJ; activation, % at 20 µM; CHO-K1 APJ PathHunter beta-arrestin, luminescence; 0% DMSO wells, 100% apelin; P35414; hit rate 0.11% among 330,000;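 active = activation more than six SD over the plate average, tested at 20 µM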;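 also: 0% = DMSO alone and 100% = apelin-13 at 10 nM; some results filed as inactive read as strong as hits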
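Assay system: CHO-K1 cells stably expressing ProLink-tagged human APJ and arrestin–beta-gal acceptor. Compound dosing: 20 µM single point, 1% DMSO. Times: 16-18 h seeding, 90 min dark compound exposure, 60 min detection. Detection: beta-gal luminescence. Evaluation: APJ–arrestin association signal. Controls: negative DMSO alone, positive Apelin-13 at 10 nM.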
* marks the source's active call; other numbers are inactive results; x = not tested or not shown.

No.	Compound	CXCR6 block	UBC13 inh	Gli-Sufu antag	CCR6 antag
1	O=C(c1ccccc1)c1cccn1CC(=O)N1CCCCCC1	12.3	-0.4	5.1	-3.1
2	CCOc1ccccc1CNC(=O)C1CCCN(c2nnc(C)c3c(C)n(-c4ccccc4)nc23)C1 (centres undefined)	8.0	12.1	44.0	-19.2
3	CC(NC(=O)CSc1nnc(COc2ccccc2)o1)c1ccccc1 (centres undefined)	-8.3	7.8	4.0	22.5
4	CCOc1ccc(Nc2cc(C)nc3c(C)cccc23)cc1	-0.6	1.9	6.7	11.0
5	COCCSc1ccccc1C(=O)N1CCN(Cc2ccc3c(c2)OCO3)CC1	-0.6	-2.6	2.5	2.7
6	C[C@H](CO)N1C[C@H](C)[C@@H](CN(C)C(=O)Nc2ccc(C(F)(F)F)cc2)Oc2c(NS(=O)(=O)c3cccs3)cccc2C1=O	-5.8	-0.9	-11.6	-4.5
7	COc1cc([N+](=O)[O-])ccc1NC(=O)CC(C)C	12.1	-17.9	2.2	5.9
8	Cc1ccc(NC(=O)CCNC(=O)Cn2ccc3ccccc3c2=O)cc1F	0.2	7.4	-19.2	14.6
9	Cc1ccc(NC(=O)COC(=O)CCc2ccc(S(=O)(=O)N3CCOCC3)cc2)c(C)c1	4.3	-2.1	3.3	10.5
10	CC(C)(C)c1ccc(NC(=O)CSc2n[nH]c(=O)n2-c2cccnc2)cc1	0.7	-8.0	9.3	-5.3

No.	ATG4B inh	EBI2 block	APJ antagonist	APJ agonist
1	-6.7	-1.1	11.1	-5.0
2	-3.1	-14.9	-1.4	-0.3
3	-15.1	12.6	-8.2	-5.6
4	2.4	1.2	6.2	-4.9
5	-1.9	-6.5	7.2	1.4
6	-8.4	3.5	5.5	-2.5
7	-7.1	0.3	5.6	1.6
8	0.0	0.1	8.1	-2.0
9	-7.9	-1.0	-13.8	-4.7
10	-5.7	-7.0	2.6	-3.4

Further entries.
No.	Compound	CXCR6 block	UBC13 inh	Gli-Sufu antag	CCR6 antag
11	COc1ccc(-c2nnc(SCC(=O)c3cccs3)o2)cc1	-9.3	-1.0	-60.0	24.7
12	COc1ccc(C(C(=O)NC2CCCC2)N(C(=O)c2csnn2)C2CC2)cc1 (centres undefined)	-1.0	5.1	-21.9	9.9
13	COc1ccccc1/C=C/C=N/n1c(-c2ccncc2)n[nH]c1=S	-4.5	-11.1	4.8	8.5
14	COc1ccc(-n2c(C)cc(=O)c3c2CC(C)(C)CC3=O)cc1	-8.4	5.3	11.2	6.5
15	O=S(=O)(c1ccccc1)N1CCC(n2nnc3cc(F)ccc32)CC1	-1.1	4.3	1.2	4.6
16	Cc1ccc(CNC(=O)CSc2nnc3c(n2)[nH]c2ccccc23)cc1	-7.8	-7.2	14.5	12.2
17	O=C(O)CN1CCN(Cc2cccc(Cl)c2)C1=O	6.1	3.1	4.8	11.5
18	O=C(CSC(=S)N1CCOCC1)c1ccccc1	-1.6	-20.8	-53.4	-5.8
19	Cc1ccc(NC(=O)c2c([N+](=O)[O-])c(C(C)(C)C)nn2C)cc1	0.8	15.6	-5.0	10.8
20	COC(=O)[C@H](CCSC)NC(=O)N1CCC(C)CC1	1.3	8.3	-6.1	-6.1

No.	ATG4B inh	EBI2 block	APJ antagonist	APJ agonist
11	2.9	-3.1	13.0	-2.7
12	-4.6	1.5	8.8	-0.9
13	-7.5	7.7	10.9	-3.0
14	-11.0	-2.0	13.4	1.1
15	-10.9	-6.5	-2.1	-5.9
16	-7.8	-3.4	-17.8	-1.4
17	2.9	1.1	8.4	-0.2
18	-3.4	-3.3	-8.6	-2.2
19	6.9	11.8	3.5	-3.8
20	-3.4	-13.6	-20.1	-2.9

Further results
No.	Compound	CXCR6 block	UBC13 inh	Gli-Sufu antag	CCR6 antag
21	Cc1cccc(OC(=O)c2cccnc2)c1	6.7	-12.3	-30.5	8.1
22	CN(CC1COc2ccccc2O1)C(=O)c1cc(COc2c(F)cccc2F)on1 (centres undefined)	6.3	-11.0	11.4	9.8
23	COCCN1C(=O)c2ccccc2C(C(=O)NCCCN2CCCC2=O)C1c1c[nH]c2ccccc12 (centres undefined)	3.5	x	4.3	-3.1
24	CN1CCN(S(=O)(=O)c2ccc(C(F)(F)F)cc2)C(c2ccccc2)C1 (centres undefined)	1.3	7.1	5.7	9.8
25	CC1CN(C(=O)C2CCCC2)C(C)CN1C(=O)C1CCCC1 (centres undefined)	0.2	-10.9	-1.6	-0.2
26	CCc1ccc(C2=NN(CCC(=O)NCc3cccs3)C(=O)CC2)cc1	-13.4	-3.3	1.7	13.4
27	NC(=O)c1ccsc1NC(=O)COc1ccccc1	-3.8	3.5	-23.7	-9.5
28	COc1cc(Br)cc(/C=N/N(CCO)C2=NS(=O)(=O)c3ccccc32)c1OC	-6.1	15.6	64.0*	7.7
29	COc1ccc(CN2C(=O)c3oc4ccccc4c(=O)c3C2c2ccc(O)c(OC)c2)cc1 (centres undefined)	4.6	2.7	1.7	8.5
30	CCN(CC)S(=O)(=O)c1ccc(Cl)c(NC(=O)COC(=O)/C=C/c2cc(OC)c(OC)c(OC)c2)c1	9.7	-4.2	x	24.7

No.	ATG4B inh	EBI2 block	APJ antagonist	APJ agonist
21	-7.3	-5.8	-11.1	-0.7
22	5.2	-5.8	-6.6	8.8
23	-2.3	0.9	x	x
24	36.4	8.8	3.3	-4.4
25	-0.5	-7.9	-37.4	0.0
26	-8.5	-5.5	-0.4	-4.6
27	-5.2	-1.1	21.3	-1.7
28	-26.3	1.2	-21.2	-2.8
29	-0.4	14.3	3.9	-1.7
30	-9.4	10.4	1.1	-2.7

Remaining list, next part
No.	Compound	CXCR6 block	UBC13 inh	Gli-Sufu antag	CCR6 antag
31	CN(C)C(CNC(=O)c1cc2ccccc2o1)c1ccco1 (centres undefined)	3.8	-9.5	-4.2	-3.5
32	O=C(COc1ccccc1Cc1ccccc1)Nc1cccnc1	0.5	7.6	-0.4	12.4
33	Cc1ccc(NC(=O)COc2ccc(/C=C3/SC(=Nc4ccccc4)N(Cc4cccnc4)C3=O)cc2)cc1	0.2	-7.2	-13.2	11.9
34	CCCCCCCC1(C)NC(=O)N(CC(=O)Nc2cc(C)on2)C1=O (centres undefined)	6.1	3.7	4.6	20.1
35	CCC(CC)C(=O)NCCc1cc2c(C)ccc(C)c2[nH]c1=O	-2.1	-17.6	1.5	-0.7
36	CCN1C(=S)N[C@@H](c2cccs2)C(C(=O)OC)=C1C	1.3	-6.0	-6.0	3.8
37	COc1cc(C(=O)N2CCN(Cc3ccc4c(c3)OCO4)CC2)cc(OC)c1OC	6.0	-5.4	28.3	-8.4
38	COC1=CCC2([N+](=O)[O-])CN(CC(=O)O)CC1([N+](=O)[O-])C2 (centres undefined)	-6.3	3.3	2.5	2.1
39	Cc1nn(C)c(C)c1CNC(=O)c1nn2c(c1Cl)NC(c1cccs1)CC2C(F)(F)F (centres undefined)	1.7	-1.6	45.5	-1.1
40	CCc1noc(C)c1C(=O)Nc1nc(-c2ccc(F)cc2)c(C)s1	-5.4	-3.1	-8.7	30.8

No.	ATG4B inh	EBI2 block	APJ antagonist	APJ agonist
31	3.0	4.9	-2.0	-3.8
32	-9.2	6.4	-0.6	-3.6
33	-5.8	40.6	16.5	-1.6
34	-10.1	-7.5	11.5	-1.3
35	-5.1	-5.4	-47.8	-1.8
36	3.9	-5.3	-51.2	3.6
37	-7.5	-6.5	-2.2	-0.7
38	5.4	-8.5	4.4	-1.6
39	-17.9	-2.2	9.9	3.1
40	17.5	10.2	-21.4	-4.5

Part of the list above with just APJ antagonist and EBI2 block.
#	compound	APJ antagonist	EBI2 block
34	CCCCCCCC1(C)NC(=O)N(CC(=O)Nc2cc(C)on2)C1=O (centres undefined)	11.5	-7.5
31	CN(C)C(CNC(=O)c1cc2ccccc2o1)c1ccco1 (centres undefined)	-2.0	4.9
38	COC1=CCC2([N+](=O)[O-])CN(CC(=O)O)CC1([N+](=O)[O-])C2 (centres undefined)	4.4	-8.5

Structures shown so far containing a tert-butyl group:
No.	Compound	CXCR6 block	UBC13 inh	Gli-Sufu antag	CCR6 antag
10	CC(C)(C)c1ccc(NC(=O)CSc2n[nH]c(=O)n2-c2cccnc2)cc1	0.7	-8.0	9.3	-5.3
19	Cc1ccc(NC(=O)c2c([N+](=O)[O-])c(C(C)(C)C)nn2C)cc1	0.8	15.6	-5.0	10.8

No.	ATG4B inh	EBI2 block	APJ antagonist	APJ agonist
10	-5.7	-7.0	2.6	-3.4
19	6.9	11.8	3.5	-3.8

The list goes on:
No.	Compound	CXCR6 block	UBC13 inh	Gli-Sufu antag	CCR6 antag
41	COCCNC(=O)Cn1c(=O)n(CCCCCC(=O)Nc2ccccc2)c(=O)c2sccc21	-9.9	-2.1	-2.1	6.5
42	O=C(O)c1cccc(NC(=O)c2cccc(S(=O)(=O)N3CCc4ccccc43)c2)c1	-9.3	-5.7	-15.7	18.5
43	CCOc1ccc(C(=O)CCC(=O)Nc2ccccc2C)cc1	-7.7	4.7	-7.7	-1.6
44	COC(=O)c1nn(C23CC4CC(CC(C4)C2)C3)c2c1C(=O)N(c1ccc(F)cc1)C2=O	0.9	16.8	-10.0	-7.3
45	Cc1ccc(-n2nc3c(=O)n(CCCC(=O)N4CCC(C(N)=O)CC4)nc(C)c3c2C)cc1	-1.0	-3.4	2.8	10.9
46	CCn1c(CCNC(=O)c2ccc(Cl)c(Cl)c2)nnc1SCCOc1ccc(OC)cc1	2.9	15.6	10.8	9.2
47	CC(=O)Nc1ccc(CN2CCN(C3CCCC3)C(CCO)C2)cc1 (centres undefined)	2.6	2.2	-4.2	7.1
48	CN=C(Nc1cccc(OC)c1)SC1CC(=O)N(c2ccc(C(=O)O)cc2)C1=O (centres undefined)	-1.4	20.5	6.1	8.3
49	COc1ccc(C2C(Oc3ccccc3C)C(=O)N2Cc2ccc(F)cc2)cc1OC (centres undefined)	-2.5	-8.7	30.2	15.4
50	CCn1c(C)cc2c(c1=O)C(c1ccccc1)C(C(=O)OC)=C(N)O2 (centres undefined)	-0.1	-15.6	-4.2	15.4

No.	ATG4B inh	EBI2 block	APJ antagonist	APJ agonist
41	-2.1	-6.9	3.3	-0.4
42	3.8	-5.0	14.7	-3.1
43	7.4	3.2	-6.8	-3.2
44	-9.1	-17.3	14.5	-3.8
45	-0.8	-1.0	12.7	1.8
46	11.0	18.7	20.1	-5.0
47	-0.6	1.0	0.4	-1.1
48	6.2	-12.0	11.2	-2.7
49	-6.4	21.8	0.5	-4.0
50	0.6	-4.4	-5.1	-2.3

Screen by screen, as entered above.
Compounds 41 to 47 in CXCR6 block, in turn: -9.9, -9.3, -7.7, 0.9, -1.0, 2.9, 2.6
Compounds 41 to 47 in CCR6 antag, in turn: 6.5, 18.5, -1.6, -7.3, 10.9, 9.2, 7.1
Compounds 41 to 47 in Gli-Sufu antag, in turn: -2.1, -15.7, -7.7, -10.0, 2.8, 10.8, -4.2

The list goes on:
No.	Compound	CXCR6 block	UBC13 inh	Gli-Sufu antag	CCR6 antag
51	CCN(Cc1ccc(O)cc1)CC1CCCN(CCc2cccc(F)c2)C1 (centres undefined)	8.1	3.5	23.7	8.4
52	COC(=O)CN1C(=O)C(C)(C)Oc2ccc(C(=O)NC3CCCC3)cc21	-1.4	0.5	-1.7	3.9
53	CCC(C)(C)NC(=O)C1CCN(S(=O)(=O)c2cccs2)CC1	8.5	-5.0	-0.1	-2.0
54	CC/C(=C\c1ccc(N(C)C)cc1)c1ccncc1	-1.2	x	-7.1	6.4
55	Cc1cccc(NC(=S)N(CCN(C)C)Cc2cc3cc(C)cc(C)c3[nH]c2=O)c1	6.5	x	31.3	15.2
56	O=C(O)c1ccc(O)c(O)c1	-7.3	-3.7	3.0	-6.6

No.	ATG4B inh	EBI2 block	APJ antagonist	APJ agonist
51	4.5	5.9	12.5	1.3
52	-3.0	4.6	23.1	-0.1
53	-9.4	1.8	-8.6	-3.1
54	9.7	17.9	x	x
55	34.4	6.6	x	x
56	-20.6	-3.6	-38.7	-1.9
